# RT RNaseH block – blocks HIV-1 RNase H cleavage of RNA/DNA duplex; RT-RNase H RNA/DNA duplex cleavage, fluorescence; inhibition, % at 10 µM; hit rate 1.9% among 65,000; AID 565; in the data active = inhibition above about 50%
# RmlCD inh mix – RmlC/RmlD inhibition, mixture screen; RmlC/RmlD coupled enzyme inhibition, 384-well mixture HTS; inhibition, % at 5.5 µM; hit rate 0.39% among 110,000; in the data active = inhibition above about 30%, passing the limit was not always enough; note: strong numbers were not always called active
# Active calls of the source: *; i = inactive; nt = no result given; & = joins results of further samples.
SMILES,RT RNaseH block,RmlCD inh mix
O=C(O)c1ccc(Cl)c(S(=O)(=O)NCC2CCCO2)c1 (stereo unspecified),nt,-5
CCOC(=O)N1CCN(CCC(=O)Nc2cccc(Br)c2)CC1,-2,4&-4
CCOC(=O)c1ccc(NC(=O)COC)cc1,-4,11
COc1cc(NC(=O)CN2CCN(c3ccccc3F)CC2)cc(OC)c1,-3,-13
O=c1c2c3c(sc2n(CCN2CCOCC2)c(=O)n1Cc1ccco1)CCCCC3,-2,8
Cc1nc2c3cc(Cl)ccc3n(CCN3CCCCC3)c2s1,nt,-6
COc1ccc(N=C2S/C(=C\c3ccc(C)o3)C(=O)N2CC(C)C)cc1,nt,-5
Cc1oc(C(C)(C)C)cc1C(=O)Nc1cccc(C(=O)O)c1,nt,-10
O=C(NCCc1ccccn1)c1cccc(S(=O)(=O)N2CCCCCC2)c1,nt,-11
O=C(c1ccccc1F)N1CCC(N2CCCCCC2)CC1,2,7
Cn1ncc(Cl)c1C(=O)Nc1cccc(Cl)c1,nt,-10
CC1CC(C)CN(S(=O)(=O)c2ccc(C(=O)NCc3ccc4c(c3)OCO4)cc2)C1 (stereo unspecified),nt,8
CC1(C)C2CC[C@]3(C)C(CC=C4[C@@H]5C[C@@](C)(CO)[C@@H](O)C[C@]56C[C@@H](OC6=O)[C@]43C)[C@@]2(C)CC[C@@H]1O (stereo partly specified),nt,-10
Cc1ccc(-c2cc(-c3ccccc3)c3c(N)c(S(C)(=O)=O)sc3n2)cc1,nt,-90
CSc1nc(C)cc(-c2cc(C(=O)Nc3ccccc3)on2)n1,nt,9
O=C(CSc1nn(-c2ccc(F)cc2)c(=S)s1)N1CCN(C(=O)c2ccco2)CC1,-11,-7
COCCCNC(=O)CCn1c(=O)c2ccccc2n(CC(=O)Nc2c(C)cccc2C)c1=O,-13,3
CCCCSc1nnc([C@@H](NC(=O)OC(C)(C)C)C(C)C)o1,0,0
Cc1ccc(NC(=O)CSc2n[nH]c(-c3ccncc3)n2)cc1,-8,7
CCOC(=O)N1CCN(Cc2c(F)cccc2F)CC1,nt,14
CCCCCCCCc1nnc(NC(=O)c2ccco2)s1,nt,0
Cc1ccc(C(C)C)c(OCc2nnc3n2CCCCC3)c1,-16,2
CCCNC(=O)c1cc2nc(-c3ccccc3)cc(C(F)(F)F)n2n1,nt,-3
CCN1CCCC1CNC(=O)C(NC(=O)C1CCC(C)CC1)C(C)C (stereo unspecified),-7,nt
CCN1C2=NCCCN2c2cc(C)c(C)cc21,-8,i
CN(c1nc2ccccc2n2c(-c3ccco3)nnc12)S(=O)(=O)c1ccccc1,7,-127
Cc1cc(C)c(C#N)c(Oc2ccccc2)n1,nt,1
C=CCN(CC=C)C(=O)C1CCC(C(=O)N(CC=C)CC=C)CC1 (stereo unspecified),35,-12
O=C1CCCc2nc(N3CCN(c4ccccc4)CC3)ncc21,0,-13
CCOC(=O)Cc1csc(NS(=O)(=O)c2ccc(F)cc2)n1,nt,-20
CCc1cc2ccccc2nc1SCC(=O)Nc1cc(C)on1,-1,-4
COc1ccc(CCNC(=O)COC(=O)c2ccc(Br)o2)cc1,nt,-20
O=C1OC(Nc2ccc(Br)cn2)c2ccccc21 (stereo unspecified),1,-5
NC1=NC2(CCCCCC2)n2c(nc3ccccc32)N1,nt,6
Cc1cccc(C)c1NC(=O)C(c1ccccc1)N1CCC2(CC1)OCCO2 (stereo unspecified),-4,1
CCOC(=O)C(NCc1ccccc1OC)(NC(=O)CC)C(F)(F)F (stereo unspecified),nt,-15
CN1C(=O)CC(N2CCN(Cc3ccc(Cl)cc3)CC2)C1=O (stereo unspecified),nt,-10
O=C1C2CC=C(Cl)CC2C(=O)N1c1ncn[nH]1 (stereo unspecified),6,8
CN1CCN(C(=O)C2CCCCC2C(=O)O)CC1 (stereo unspecified),-4,5
CN1CCN(C(=O)Cc2nc3ccccc3[nH]2)CC1,-8,nt
Cc1ccc(-n2nnc(-c3ccnc4ccccc34)n2)cc1,nt,-10
CN(C(=O)C1CCOC1)c1nnc(C2CCOC2)s1 (stereo unspecified),-9,11
CN1C2=C(C#N)C(c3ccccc3)(C(F)(F)F)NC(=O)N2c2ccccc21 (stereo unspecified),nt,-10
COc1ccc(OC)c(CC(NC(C)=O)C(=O)NC2CCN(c3nc(C)cc(C)c3C#N)CC2)c1 (stereo unspecified),-2,nt
O=C(CSCc1cnn(-c2ccccc2)c1-n1cccc1)NCc1ccc2c(c1)OCO2,-41,-119
Cc1oc(-c2ccccc2F)nc1CN1CCC(C(=O)NCCC2=CCCCC2)CC1,-3,-6
Cc1nc(NCC2CCCO2)[nH]c(=O)c1CCC(C)C (stereo unspecified),-10,nt
CCOC(=O)c1ccc(N2C(=O)CC(NC3CCN(C(=O)c4ccc(F)cc4)CC3)C2=O)cc1 (stereo unspecified),9,-16
CCOc1cccc2c1OC1(C)CC2NC(=O)N1c1ccc(OC)cc1 (stereo unspecified),-6,-13
CC(=O)c1sc(NC(=O)C2COc3ccccc3O2)nc1C (stereo unspecified),-7,0
NS(=O)(=O)c1ccc(NC(=O)CSc2nnc(COc3ccccc3Cl)n2C2CC2)cc1,nt,3
CN1C(=O)NC(c2ccccc2)C2=C1CN(c1cccc(C(F)(F)F)c1)C2=O (stereo unspecified),-5,5
CSc1nc(N(C)NC(=O)c2ccccc2)c2ccccc2n1,nt,8
COc1ccc(-n2c(O)c(C=Nc3c(C)n(C)n(-c4ccccc4)c3=O)c(=O)[nH]c2=O)cc1,nt,9
CC(C)CNC(=O)c1noc2c1CCCC2,-3,-7
CCC(=O)N(Cc1ccccc1)c1ccccn1,nt,8
CC(C)CNC(=O)CSc1nc(-c2cccs2)cc(C(F)(F)F)n1,nt,-1
CN(C)S(=O)(=O)c1cccc(COC(=O)C2=COCCO2)c1,13,4
On1c(-c2ccccc2)nc2ccc(Cl)cc21,nt,-2
Cc1cc(C)cc(NC(=O)CCn2ccnc2C)c1,-2,6
# New compounds follow
SMILES,RT RNaseH block,RmlCD inh mix
COc1ccc(C2=NOC(C(=O)NCc3ccco3)C2)cc1OC (stereo unspecified),-6,-12
Cc1c(Cl)cccc1NC(=O)CSc1nnc(C)n1-c1ccccc1,-33,14
O=C(O)c1cc(S(=O)(=O)NCC2CCCO2)ccc1Cl (stereo unspecified),-8,-7
CCS(=O)(=O)N1CCN(C(=O)c2cc(OC)cc(OC)c2)CC1,-4,-21
CCc1nnc(NC(=O)Cc2ccc(OCc3c(C)noc3C)cc2)s1,-23,-6
CC(=O)N1c2c(cc(Br)cc2S(=O)(=O)N2CCN(c3ccccn3)CC2)CC1C (stereo unspecified),-16,1
CC(C)CCN(N=O)[C@@H](Cc1ccccc1)CN(N=O)[C@@H](Cc1ccccc1)CN(C)N=O,nt,-12
COCCCNc1nc2c([nH]1)c(=O)[nH]c(=O)n2C,-2,0
CCC(CCC(=O)Nc1nncs1)C(=O)O (stereo unspecified),nt,-3
CC(C)(C)C(O)/C=C/c1ccc2c(c1)OCO2 (stereo unspecified),nt,-14
CCc1c(C)n([O-])c2c([n+]1=O)CCCCC2,5,-7
CN1C(=O)N(C)C2C1N(CN1CCCCC1)C(=O)N2CN1CCCCC1 (stereo unspecified),-2,-11
Cc1ccc(SCCC(=O)NCC2CCCO2)cc1 (stereo unspecified),0,-14
CCCC(=O)Nc1ccc2c(c1)nc(CCNC(=O)c1ccccc1)n2C,nt,5
O=C(NCCN=C1NS(=O)(=O)c2ccccc21)c1ccncc1,nt,14
O=C1OCCC1Sc1nc2cc(Cl)ccc2s1 (stereo unspecified),-24,-8
CCCCNCCCOc1cccc(Cl)c1Cl,nt,9
O=C(CSc1nnc(Cn2c(=O)sc3ccccc32)n1-c1ccccc1)NCC1CCCO1 (stereo unspecified),-5,6
Nc1ccccc1C#CCCCCO,nt,5
CC1CC(C)CN(Cc2nc(N)nc(Nc3ccccc3)n2)C1 (stereo unspecified),nt,-7
N#Cc1c(NC(=O)C2CC(c3ccccc3Cl)=NO2)sc2c1CCC2 (stereo unspecified),nt,-27
O=C(CNC(=O)Cn1ccc2ccccc2c1=O)NCCCN1CCN(c2cccc(Cl)c2)CC1,nt,-11
CC(NC(=O)CCCCCN1C(=O)c2ccccc2C1=O)c1ccc2c(c1)CCCC2 (stereo unspecified),nt,-17
CCOC(=O)c1sc(=S)n(-c2cccc(OC)c2)c1N,65*,6

# Part of the list above, as labelled records.
CCCCNCCCOc1cccc(Cl)c1Cl
  RT RNaseH block: nt
  RmlCD inh mix: 9

O=C(CSc1nnc(Cn2c(=O)sc3ccccc32)n1-c1ccccc1)NCC1CCCO1 (stereo unspecified)
  RT RNaseH block: -5
  RmlCD inh mix: 6

# Next structures:
SMILES,RT RNaseH block,RmlCD inh mix
COC(=O)c1c(C)[nH]c(C(=O)C(C)Sc2nnc(-c3cc(OC)c(OC)c(OC)c3)o2)c1C (stereo unspecified),1,2
O=C(Cc1ccccc1)Oc1ccccc1N1C(=O)CCC1=O,1,3
Cc1cc(N2CCC(C)CC2)n2ncc(-c3ccccc3)c2n1,-2,-8
COc1ccc(N2CCC(CNC(=O)Nc3cccc(OC)c3)C2)cc1 (stereo unspecified),nt,-18
COc1ccc2c(c1)c1ncn(CCN3CCCCC3)c(=O)c1n2C,nt,19
CCOC(=O)/N=C(/NC(=O)Nc1ccc(C(=O)OCC)cc1)OC,-4,2
Cc1ccc(S(=O)(=O)NC(C)C(c2cccs2)N2CCOCC2)cc1 (stereo unspecified),nt,-6
CSCCNC(=O)c1ccc(C(C)(C)C)cc1,-2,8
CNC(=S)NNC(=O)COc1cccc(C)c1C,nt,13
O=C(c1ccccc1)n1ccc(-c2cnc(-c3ccccc3)s2)n1,nt,20
O=C(O)CCC(=O)Nc1ccccc1C(=O)NC1CCCCC1,1,10
CCn1c(SCC(=O)NCCc2ccccc2)nc2c(c1=O)SC(C)C2 (stereo unspecified),nt,5
CCCC(OC(=O)CN1C(=O)COc2ccccc21)C(=O)NC1CCCC1 (stereo unspecified),-3,nt
CC(=O)c1ccc(N2CCN(C(=O)c3ccc(OCc4c(C)noc4C)cc3)CC2)cc1,3,17
CCOc1ccc(NC(=S)Nc2cc(-c3ccccc3)[nH]n2)cc1,nt,9
COc1cc(S(=O)(=O)N(C)C)ccc1F,-10,-3
COc1ccc(C2=NOC(C(=O)NCc3cccs3)C2)cc1OC (stereo unspecified),nt,8
O=C(CS(=O)(=O)Cc1ccccc1)Nc1ncccn1,11,-15
Nc1nc(-c2cccnc2)nn1C(=O)COc1ccccc1,0,-13
CCN(c1ccc(NC(=O)CSc2nnc3nc(C)cc(C)n23)cc1)C(C)C,nt,12
CC(C)(C)n1nc2c(c1NC(=O)c1cccs1)CS(=O)C2 (stereo unspecified),1,6
CC(Sc1nnc(Cc2cccs2)n1C1CCCCC1)C(=O)NCc1ccco1 (stereo unspecified),nt,-8
CCOC(=O)C1=NNC(C(=O)c2ccc(OC)cc2)C1c1ccccc1 (stereo unspecified),nt,8
COc1ccccc1NC(=O)Cc1cccs1,-24,16

# 22 compounds out of the list, arranged by count of non-hydrogen atoms, lowest first.
SMILES,RT RNaseH block,RmlCD inh mix
Nc1ccccc1C#CCCCCO,nt,5
COc1cc(S(=O)(=O)N(C)C)ccc1F,-10,-3
CCC(CCC(=O)Nc1nncs1)C(=O)O (stereo unspecified),nt,-3
CCN1C2=NCCCN2c2cc(C)c(C)cc21,-8,i
CCC(=O)N(Cc1ccccc1)c1ccccn1,nt,8
Cc1cc(C)cc(NC(=O)CCn2ccnc2C)c1,-2,6
O=C(CS(=O)(=O)Cc1ccccc1)Nc1ncccn1,11,-15
CC(C)(C)n1nc2c(c1NC(=O)c1cccs1)CS(=O)C2 (stereo unspecified),1,6
O=C(c1ccccc1F)N1CCC(N2CCCCCC2)CC1,2,7
O=C(Cc1ccccc1)Oc1ccccc1N1C(=O)CCC1=O,1,3
CCOC(=O)/N=C(/NC(=O)Nc1ccc(C(=O)OCC)cc1)OC,-4,2
CCCNC(=O)c1cc2nc(-c3ccccc3)cc(C(F)(F)F)n2n1,nt,-3
CCc1nnc(NC(=O)Cc2ccc(OCc3c(C)noc3C)cc2)s1,-23,-6
COc1cc(NC(=O)CN2CCN(c3ccccc3F)CC2)cc(OC)c1,-3,-13
CCN(c1ccc(NC(=O)CSc2nnc3nc(C)cc(C)n23)cc1)C(C)C,nt,12
CN(c1nc2ccccc2n2c(-c3ccco3)nnc12)S(=O)(=O)c1ccccc1,7,-127
O=c1c2c3c(sc2n(CCN2CCOCC2)c(=O)n1Cc1ccco1)CCCCC3,-2,8
CC(NC(=O)CCCCCN1C(=O)c2ccccc2C1=O)c1ccc2c(c1)CCCC2 (stereo unspecified),nt,-17
CC(=O)c1ccc(N2CCN(C(=O)c3ccc(OCc4c(C)noc4C)cc3)CC2)cc1,3,17
COc1ccc(-n2c(O)c(C=Nc3c(C)n(C)n(-c4ccccc4)c3=O)c(=O)[nH]c2=O)cc1,nt,9
CCOC(=O)c1ccc(N2C(=O)CC(NC3CCN(C(=O)c4ccc(F)cc4)CC3)C2=O)cc1 (stereo unspecified),9,-16
CC1(C)C2CC[C@]3(C)C(CC=C4[C@@H]5C[C@@](C)(CO)[C@@H](O)C[C@]56C[C@@H](OC6=O)[C@]43C)[C@@]2(C)CC[C@@H]1O (stereo partly specified),nt,-10

# (listing goes on)
SMILES,RT RNaseH block,RmlCD inh mix
Cc1noc(NS(=O)(=O)c2ccc(N/C=C/C(=O)c3ccc4c(c3)OCO4)cc2)c1C,-14,-4
Cc1ccc2nc(NC(=O)CSc3nc4ccccc4o3)sc2c1,nt,10
Cn1c(=O)c(=O)n(C)c2cc(S(=O)(=O)Nc3ccc(OC(F)(F)F)cc3)ccc21,nt,8
CCc1ccc(N2CC(C(=O)NCc3ccco3)CC2=O)cc1 (stereo unspecified),nt,5
COCCNC(=O)c1cc(-c2ccccc2)nn1CC1CC(c2cccnc2)=NO1 (stereo unspecified),nt,10
CCc1c(O)nc(SC2CC(=O)N(c3ccccc3)C2=O)[nH]c1=O (stereo unspecified),nt,10
COCCN(C(=O)c1ccco1)c1nnc(-c2ccc(OC)c(OC)c2)s1,nt,1
Cc1cccc(NC(=O)C(=O)NCc2ccccn2)c1,nt,-9
Cc1c(C=O)cnn1CCC(=O)O,nt,-13

# Screens (PubChem BioAssay)

# An excerpt. The share of hits here may be higher or lower than overall.
